Screens as filed in PubChem BioAssay.
PME-1 primary – PME-1 (human) inhibition | actives 0.53% (n = 320,000) | recombinant PME-1, FP-Rh probe fluorescence polarization | Q9Y570 | inhibition, % at 5.9 µM | AID 2130;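 active = inhibition above the campaign mean of all compounds plus 3 SD, cut at about 26% in these data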;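 also: competitive labeling of PME-1 active site by serine hydrolase directed probe; 0% = PME-1 with DMSO and 100% = wells lacking PME-1 enzyme; inhibitors block probe labeling so polarization falls and inhibition rises; many of its hits are not listed in these tables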
Target sequence (Q9Y570 whole entry, looked up): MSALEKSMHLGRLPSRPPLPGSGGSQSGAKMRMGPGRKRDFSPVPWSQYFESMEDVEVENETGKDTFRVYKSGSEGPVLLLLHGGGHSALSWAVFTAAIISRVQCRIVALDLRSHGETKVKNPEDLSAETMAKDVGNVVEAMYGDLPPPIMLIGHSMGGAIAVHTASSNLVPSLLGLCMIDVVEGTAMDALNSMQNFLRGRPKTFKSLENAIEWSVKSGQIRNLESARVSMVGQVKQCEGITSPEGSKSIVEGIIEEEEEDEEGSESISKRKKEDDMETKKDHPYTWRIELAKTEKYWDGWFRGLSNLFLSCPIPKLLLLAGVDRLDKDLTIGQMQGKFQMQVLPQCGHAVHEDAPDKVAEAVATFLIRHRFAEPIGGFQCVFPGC
PAFAH1B3 FP inh – inhibitors of human PAFAH1B3; Q15102; recombinant PAFAH1B3, FP-rhodamine probe, fluorescence polarization; inhibition, % at 3.39 µM; actives 0.28% (n = 340,000); AID 492972;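 active = inhibition above the screen-wide average of all tested compounds plus 3 SD, cut at about 25% in these data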;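 also: 0% = enzyme with DMSO only and 100% = wells lacking PAFAH1B3 protein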
pPAFAH inh – inhibitors of human plasma PAF acetylhydrolase (pPAFAH); Q13093; recombinant pPAFAH, FP-rhodamine probe fluorescence polarization; inhibition, % at 3.39 µM; actives 1.5% (n = 330,000); AID 463082;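 active = inhibition above the mean inhibition across the screen plus 3 SD, cut at about 25% in these data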;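 also: inhibitors block binding of the rhodamine activity-based probe so polarization drops; 0% = enzyme with DMSO and 100% = wells lacking pPAFAH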
Target sequence (Q13093 whole entry, looked up): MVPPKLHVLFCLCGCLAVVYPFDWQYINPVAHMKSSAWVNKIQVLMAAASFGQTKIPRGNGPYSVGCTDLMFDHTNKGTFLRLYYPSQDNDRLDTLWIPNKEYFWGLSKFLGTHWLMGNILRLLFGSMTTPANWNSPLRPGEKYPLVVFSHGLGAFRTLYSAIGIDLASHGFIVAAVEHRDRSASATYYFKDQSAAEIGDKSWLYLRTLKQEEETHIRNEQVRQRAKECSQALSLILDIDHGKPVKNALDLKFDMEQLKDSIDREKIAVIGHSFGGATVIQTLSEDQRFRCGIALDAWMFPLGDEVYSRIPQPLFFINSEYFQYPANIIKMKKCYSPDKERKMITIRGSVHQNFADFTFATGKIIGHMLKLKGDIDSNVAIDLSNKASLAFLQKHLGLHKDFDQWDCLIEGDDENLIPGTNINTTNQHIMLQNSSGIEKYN
LYPLA1 counter – blocks human lysophospholipase 1, a PME1 counter-screen; inhibition, % at 5.9 µM; O75608; recombinant LYPLA1, FP-Rh probe fluorescence polarization; actives 0.16% (n = 320,000);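 active = inhibition above the mean of all tested compounds plus 3 SD, set per campaign, cut at about 14% in these data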;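 also: inhibitors block serine hydrolase probe labeling of LYPLA1 so polarization falls; 0% = enzyme with DMSO and 100% = wells lacking LYPLA1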
Target sequence (O75608 whole entry, looked up): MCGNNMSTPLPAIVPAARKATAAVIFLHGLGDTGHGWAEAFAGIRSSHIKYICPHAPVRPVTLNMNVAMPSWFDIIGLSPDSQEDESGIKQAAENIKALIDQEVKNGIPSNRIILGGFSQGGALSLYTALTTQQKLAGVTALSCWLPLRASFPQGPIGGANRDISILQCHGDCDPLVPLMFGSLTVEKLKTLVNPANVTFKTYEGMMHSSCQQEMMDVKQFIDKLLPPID
PAD4 inh – inhibitors of human PAD4. Q9UM07. AID 485272. recombinant PAD4, RCA probe fluorescence polarization. inhibition, % at 6.36 µM. actives 0.41% (n = 330,000);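 active = percent inhibition above a cutoff equal to the mean of all tested compounds plus 3 SD, cut at about 15% in these data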;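 also: 0% = PAD4 with RCA probe and DMSO and 100% = probe without PAD4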
GSTO1 counter – counter-screen for RBBP9 inhibitors: inhibitors of human GSTO1; recombinant GSTO1, activity-based probe fluorescence polarization; inhibition, % at 5.96 µM; actives 1.1% (n = 300,000); AID 1974;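 active = inhibition above the campaign mean inhibition plus 3 SD, cut at about 35% in these data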;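 also: 0% = GSTO1-1 with DMSO and 100% = wells lacking GSTO1-1 enzyme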
LYPLA2 counter – counter-screen for PME1 inhibitors: inhibitors of human LYPLA2. O95372. recombinant LYPLA2, FP-Rh probe fluorescence polarization. inhibition, % at 5.9 µM. actives 0.38% (n = 320,000);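 active = inhibition above the screen-wide mean plus 3 SD, limit set per campaign, cut at about 26% in these data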;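 also: 0% = LYPLA2 with DMSO and 100% = wells lacking LYPLA2 enzyme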
PAFAH1B2 inh – inhibitors of human PAFAH1B2. P68402. recombinant PAFAH1B2, FP-rhodamine activity probe, fluorescence polarization. inhibition, % at 3.39 µM. actives 1.2% (n = 340,000). AID 492953;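 active = inhibition above the mean of all tested compounds plus 3 SD, cut at about 24% in these data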;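 also: 0% = enzyme with DMSO and 100% = wells lacking PAFAH1B2; many of its hits are not listed in these tables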
PREPL inh – human PREPL enzyme inhibition | actives 0.68% (n = 320,000) | recombinant PREPL, fluorescence polarization activity-based probe | inhibition, % at 5.96 µM | AID 2751 | Q4J6C6; in the data active = inhibition above about 43%;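 also: 0% = enzyme with DMSO and 100% = wells lacking enzyme; many of its hits are not listed in these tables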
Active calls of the source: *; x = not tested or not shown. This is a subset (hit frequency here may not be typical).

SMILES	PME-1 primary	PAFAH1B3 FP inh	pPAFAH inh	LYPLA1 counter	PAD4 inh	GSTO1 counter	LYPLA2 counter	PAFAH1B2 inh	PREPL inh
C=C(C)c1cccc(C(C)(C)NC(=O)NNC(=O)c2ccccc2O)c1	-1	19	1	0	-4	4	-4	1	11
COC(=O)N/N=C(\C)c1ccc(OC(F)F)cc1OC(F)F	0	3	4	-6	-1	-3	-6	3	9
CN(C)CCCN(Cc1cc2cc3c(cc2[nH]c1=O)OCO3)C(=S)Nc1cccc(Cl)c1	-8	7	-1	-1	-5	6	2	2	18
Cc1ccc(C(=O)N2CCCC(c3ccccc3)=N2)cc1	9	4	6	-2	0	-5	-9	0	-4
Cc1ccnc(N2C(=O)c3ccccc3C2O)c1 (stereo unspecified)	2	4	10	1	4	1	6	8	10
CCC/C(C(=O)NCCO)=C1/c2ccccc2C(=O)N1c1ccccc1	x	0	4	x	2	x	x	5	2
COc1ccc(S(=O)(=O)N2CCCCC2)cc1NC(=O)CSc1nccn1C	5	-1	6	4	-2	-1	5	-1	-4
O=C(NCc1ccco1)c1ccc(S(=O)(=O)N2CCOCC2)cc1	3	5	14	-2	0	-2	-7	1	0
CCOC(=O)c1c(NC(=O)CN2C(=O)C(=O)N(CC(C)C)C2=O)sc(C)c1CC	-1	9	2	-3	3	11	-4	0	0
C/C(=N\NC(=O)CCc1c[nH]c2ccccc12)c1cccc([N+](=O)[O-])c1	11	4	4	-3	2	0	3	11	10
CSc1ccccc1OCc1cc(C(=O)N(C)Cc2ccc(C)o2)no1	2	-1	8	7	-5	4	11	-1	8
O=S(=O)(Cc1ccccc1)N1CCC(c2nc(-c3cccs3)no2)CC1	2	2	7	0	0	2	1	2	-31
Clc1ccc(Br)cc1-c1nc(-c2ccncc2)no1	1	4	9	7	-1	-1	26	5	-2
COc1ccccc1C(c1nnnn1C(C)(C)C)N1CCN(C(=O)c2ccco2)CC1 (stereo unspecified)	1	-6	-2	0	0	-9	0	-4	9
COC(=O)C(CC(=O)O)NCc1ccco1 (stereo unspecified)	0	9	4	-3	-5	-4	2	1	-1
CCN1CCN(C(=O)c2cc(=O)c3cc(C)ccc3o2)CC1	-6	2	5	-4	-4	8	-4	0	6
COc1ccccc1C(=O)C1CCCN(C(=O)c2ccc3c(c2)OCCO3)C1 (stereo unspecified)	8	2	1	6	0	7	43*	-2	-3
CCc1nnc(NC(=O)CCC(=O)N2CCN(Cc3ccccc3)CC2)s1	5	7	9	2	0	0	9	3	5
COc1ccc(C(CNC(=O)c2ccc(-c3ccccc3Cl)o2)N2CCOCC2)cc1 (stereo unspecified)	0	7	-4	-3	-2	0	-1	1	30
O=C(COC(=O)c1cc([N+](=O)[O-])ccc1Cl)NC1CCCC1	-3	4	10	0	-1	5	0	1	0
CCOC(=O)C1(CCOc2ccccc2)CCN(Cc2ccc3nonc3c2)CC1	-2	-1	3	4	2	4	31*	1	-11
COc1ccc(NC(=O)c2ccc(Cl)c(S(=O)(=O)N3CCc4ccccc4C3)c2)cn1	-25	-8	-12	-25	-8	-17	-41	6	-34
O=C(COc1ncnc2scc(-c3ccc(F)cc3)c12)NCc1ccco1	2	-5	2	-5	-2	2	-5	6	15
Cn1c(N)c(C(=O)COC(=O)CSc2cccc3cccc(Cl)c23)c(=O)n(C)c1=O	-1	1	2	-3	-3	4	1	-10	3
COc1cc(Cl)c(C)cc1NC(=O)COC(=O)c1cnc(C)cn1	-9	8	1	-1	-2	-14	-1	3	3
OCCC1CN(CC2CCCCC2)CCN1CC1CCCCC1 (stereo unspecified)	6	2	0	-2	2	3	1	1	-2
COc1ccc(CN(C)CC(=O)Nc2ccccc2-c2ccccc2)c(OC)c1	3	-3	0	0	2	8	5	3	-12
O=C1CCCc2nc(NCc3ccco3)ncc21	-8	3	-6	-1	-1	1	2	-6	-8
CC1CCCCN1C(=O)C1CCN(c2nc(-c3ccccc3)nc3c2CCC3)CC1 (stereo unspecified)	0	11	6	-4	-4	-6	0	3	-3
O=C(Cn1c(C(=O)N2CCN(C3CCCCC3)CC2)cc2sccc21)c1ccccc1	1	6	6	-2	2	-2	9	7	18
Cc1ccccc1CC(=O)N1CCCc2ccccc21	2	7	4	-1	-2	5	-2	7	10
CC(C)COC(=O)N(C)c1ccc(C(O)(C(F)(F)F)C(F)(F)F)cc1	7	9	7	-2	-4	-2	-5	4	23
CC1CCCCN1C(=O)CSc1nnc(-c2cccs2)o1 (stereo unspecified)	0	3	2	-1	1	4	-6	0	-7
C=CCN(C(=O)c1ccc2c(c1)nnn2C)c1ccccc1	2	10	4	5	0	3	0	17	-5
COc1ccc(OC)c2c(C)cc(N3CCN(C(=O)c4ccc(C)cc4)CC3)nc12	-1	7	7	-2	-4	9	-1	2	17
Cc1cc(C)c(NC(=O)C2CC3CCC2C3)c(C)c1 (stereo unspecified)	-2	8	0	-1	4	1	0	-3	8
COc1ccc(N2C(=O)C(Cc3ccccc3)NC2=S)cc1 (stereo unspecified)	-6	8	2	-3	-6	0	0	6	-7
c1ccc2c(c1)N1CCN=C1N2CCN1CCCCC1	2	11	0	-1	-1	3	3	4	2
COc1cc2ccccc2cc1C(=O)NC(=S)Nc1nnn(C)n1	-3	4	1	0	2	-2	8	0	2
CCOC(=O)CCCC(=O)N1CCOCCOCCOCC1	1	7	6	3	-7	12	4	2	20
COc1cccc(CNC(=O)C2CCN(S(=O)(=O)c3ccc4c(c3)OCCO4)CC2)c1	1	1	0	0	-2	2	-1	-2	3
COC(=O)c1ccc(CN2CCC(n3nccc3NC(=O)C3CC3)CC2)cc1	1	5	3	-3	-3	-1	4	4	5
Cc1cccc(NC(=O)c2ccccc2Br)n1	2	2	-3	-7	-1	4	-6	2	8
CCOc1ccccc1-c1nc(-c2cc3ccc(C)cc3[nH]c2=O)no1	2	0	-1	-3	3	-25	5	-3	6
CCN(CC)c1ccc(C2CC(=O)Nc3cc(OC)c(OC)cc32)cc1 (stereo unspecified)	10	9	5	1	-1	4	-4	6	-1
COc1ccc(C2C(C#N)=C(N)Oc3n[nH]c(C)c32)cc1CN1CCN(c2ccc(F)cc2)CC1 (stereo unspecified)	7	7	0	-1	1	16	4	4	4
COc1cc(OC)c2c(=O)cc(-c3cccnc3)oc2c1	-4	0	-3	0	-5	5	3	7	14
CC(C)CNS(=O)(=O)c1ccc(S(=O)(=O)N2CCCN(Cc3ccccc3)C2)cc1	0	-4	7	2	-3	-1	3	-2	2
Cc1ccc(C(C)C)cc1OCC(=O)Nc1ccc(N2CCCCC2)cc1	1	-1	15	1	-4	10	5	4	11
Cc1ccc(Cn2nnc3c(=O)n(Cc4ccccc4C)cnc32)cc1	-5	13	-2	-1	3	3	1	2	-21
COc1cccc(C2NC(=O)NC(C)=C2C(=O)OCCSC)c1OC (stereo unspecified)	3	7	-1	-3	-5	-8	-2	2	13
COC(=O)[C@@]1(Cc2ccc(F)cc2)[C@H]2c3cc(C(=O)N(C)C)n(Cc4nc5ccccc5[nH]4)c3C[C@H]2CN1C(=O)c1ccccc1	-6	x	-1	-4	-2	0	-3	x	18
CC1(C)CC(=O)C(C=Nc2ccc(C(=O)c3ccccc3)cc2N=CC2=C(O)CC(C)(C)CC2=O)=C(O)C1	6	-10	9	3	-11	-4	4	6	26
Cc1cc(C)nc(SCC(=O)Oc2ccc3oc(=O)cc(C)c3c2)n1	5	-2	-1	1	0	-7	1	4	-6
Cc1ccc(S(=O)(=O)n2ccc(=O)[nH]2)cc1	5	-3	-6	2	-4	5	3	10	5
COc1ccc(CCNC(=O)c2cccnc2SC)cc1	-2	11	-3	3	1	4	9	-1	7
Cc1nn(C)cc1S(=O)(=O)Nc1cccc(Cl)c1	-2	2	7	0	-1	4	-4	6	2
CC(=O)O[C@H](CC(=O)O)C[N+](C)(C)C	-1	2	6	3	-2	1	13	-1	-5
CCN(CC(=O)Nc1c(F)cccc1F)C(=O)c1ccc(Sc2nncn2C)c([N+](=O)[O-])c1	-1	6	2	0	0	4	0	1	-3
C/C(N)=C(/C#N)C(=O)COc1ncnc2ccccc12	-1	0	0	4	-2	6	2	-3	-2
The listing continues.
SMILES	PME-1 primary	PAFAH1B3 FP inh	pPAFAH inh	LYPLA1 counter	PAD4 inh	GSTO1 counter	LYPLA2 counter	PAFAH1B2 inh	PREPL inh
Cc1ccc(CNC(=O)CCn2c(=O)oc3ccccc32)cc1	0	2	5	1	2	0	-1	15	-6
CCOc1ccc(C(=O)COC(=O)c2c(-c3ccccc3)noc2C)cc1	3	8	4	-4	-1	-3	-2	5	-3
Cn1cc(Br)c(C(=O)Nc2nccs2)n1	4	-3	-4	5	1	5	4	-2	2
Cc1nc(-c2ccccc2)sc1-c1nnc(C2CC2)o1	6	8	6	-3	-2	1	-6	7	1
CC(=O)c1ccc(Nc2c3c(c(C#N)c4nc5ccccc5n24)CCC3)cc1	2	x	12	3	-3	4	2	x	4
CCc1cccc(NS(=O)(=O)c2ccc3c(c2)NC(=O)CC(=O)N3)c1	8	2	3	4	-6	18	-1	7	9
Cc1cc(=O)[nH]c(SCC(=O)Nc2ccc(N3CCCCC3)cc2)n1	x	5	4	x	-7	x	x	2	6
Nn1cc(-c2ccccc2)nc1SCC(=O)NCCN1C(=O)CSC1=O	-4	0	-3	-3	0	3	4	1	10
COC(=O)[C@]1(CC(C)C)N[C@H](c2ccc(-c3ccc(C(C)=O)cc3)cc2)[C@@H]2C(=O)N(C)C(=O)[C@@H]21	x	5	2	x	2	x	x	8	7
Cc1sc(=NC(=O)c2ccco2)n(C)c1-c1ccc(F)cc1	-1	-3	1	-1	4	2	6	4	4
O=C1OCCN1C(=O)[C@H]1[C@H](c2ccc(F)cc2)C(c2cccc(Cl)c2)=NN1c1ccccc1	x	0	2	x	-7	x	x	7	x
COc1cc2c(cc1OC)C(C)N(C(=O)c1cccs1)CC2 (stereo unspecified)	-3	9	-4	-2	-3	7	-5	4	-15

2 entries from above, field by field:
Nn1cc(-c2ccccc2)nc1SCC(=O)NCCN1C(=O)CSC1=O
  PME-1 primary = -4; PAFAH1B3 FP inh = 0; pPAFAH inh = -3; LYPLA1 counter = -3; PAD4 inh = 0; GSTO1 counter = 3; LYPLA2 counter = 4; PAFAH1B2 inh = 1; PREPL inh = 10
COC(=O)[C@]1(CC(C)C)N[C@H](c2ccc(-c3ccc(C(C)=O)cc3)cc2)[C@@H]2C(=O)N(C)C(=O)[C@@H]21
  PME-1 primary = x; PAFAH1B3 FP inh = 5; pPAFAH inh = 2; LYPLA1 counter = x; PAD4 inh = 2; GSTO1 counter = x; LYPLA2 counter = x; PAFAH1B2 inh = 8; PREPL inh = 7

Going on with the list:
SMILES	PME-1 primary	PAFAH1B3 FP inh	pPAFAH inh	LYPLA1 counter	PAD4 inh	GSTO1 counter	LYPLA2 counter	PAFAH1B2 inh	PREPL inh
CCOC(=O)c1sc(=S)n(-c2ccccc2OC)c1N	7	8	0	-1	1	-1	-4	2	-4
c1ccc2nc(SCc3cn4ccccc4n3)cnc2c1	6	13	-1	0	0	-3	-6	0	9
Cc1cc(C)cc(OCC(=O)OCC(=O)NC2CCCCCC2)c1	-11	-1	22	-2	-3	x	4	-4	2
C#CCOCCOCCOCCNc1nc(N2CCN(C(=O)[C@H](CCC(=O)O)n3cc(C(N)CC(C)C)nn3)CC2)nc(N2CCN(C(=O)[C@H](CCC(=O)O)n3cc(C(N)[C@H](C)CC)nn3)CC2)n1 (stereo partly specified)	-4	16	5	0	-3	2	5	-5	-4
CCOc1ccccc1-c1noc(CCC(=O)NC2CCCCC2)n1	1	-7	-1	-5	-2	-2	-10	3	-7
